Source: PubChem
Cdc42 wt GTP: human Cdc42 wildtype GTP binding change, either direction; GST-Cdc42 beads, Bodipy-GTP binding, flow cytometry; actives lie on both sides; AID 761; 190,000 compounds, 0.2% hits; P60953; percent activity (GTP binding), % at 10 µM;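 active means percent activity GTP binding at least 20 points away from the 100% baseline, either down as inhibitor or up as activator; inconclusive means compound flagged as likely green fluorescent from well-wide comparison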;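 further: median bead fluorescence of bound Bodipy-FL-GTP at 100 nM; 0% = excess unlabeled GTP control and 100% = no compound control; below 100% means less GTP binding so inhibitor and above means activator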
HRas wt GTP: human HRas wildtype GTP binding, change in either direction; P01112; GST-Ras wt beads, Bodipy-FL-GTP binding, flow cytometry; actives lie on both sides; GTP binding activity, % at 10 µM; 190,000 compounds, 0.14% hits;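 active means GTP binding activity at least 20% away from the 100% baseline, either lowered as inhibitor or raised as activator; inconclusive means flagged as likely green fluorescent, judged across all proteins in the well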;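 further: 0% = unlabeled GTP competition control and 100% = no-compound control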
Rab2 wt GTP: changes GTP binding to wildtype dog Rab2A, up or down. P61105. GST-Rab2 wt beads, Bodipy-GTP binding, flow cytometry. GTP binding activity, % at 10 µM. 190,000 compounds, 0.19% hits. AID 760;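 active means GTP binding activity at least 20 points away from 100%, either lowered or raised; inconclusive means signal likely due to the compound's own green fluorescence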;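 further: 0% = beads with excess unlabeled GTP and 100% = no-compound control corrected for plate trend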
Avidin fluor: compound fluoresces at 488/530 nm on avidin beads; 220,000 compounds, 0.38% hits; fluorescence (KMESF) at 10 µM; compound fluorescence 488/530 nm, flow cytometry; active compounds read high; in the data active means fluorescence above about 47; further: inactives centre near 10
Rac1 wt modul: human Rac1 wildtype GTP binding, inhibitors and activators; 190,000 compounds, 0.27% hits; GST-Rac1 beads, fluorescent GTP binding, flow cytometry; actives lie on both sides; 0 = cold GTP competed, 100 = untreated; GTP binding activity (% of control), % at 10 µM;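 active means GTP binding activity at least 20 points away from the 100% control level, either lower or higher; inconclusive means compound flagged as likely green fluorescent, judged across all proteins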
ABCG2 inh: inhibitors of human ABCG2 transporter, ABCB1 counter-screen; IgMXP3 cells, JC-1 efflux, flow cytometry; inhibition, % at 6.6 µM; 190,000 compounds, 0.1% hits;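 active means inhibition above 80%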;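 further: 0% = DMSO and 100% = nicardipine control wells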
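test system = two drug-resistant human cell lines, ABCG2 and ABCB1 | amount = 3 million cells/mL final, two lines in 1:1 ratio | reagent = JC-1 transporter substrate | doses = one concentration, 6.6 µM final | incubation = 10 min at 25 °C | signal = flow cytometric JC-1 green MFI at 530 nm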
Pf gametocyte: kills late stage P. falciparum gametocytes. 150,000 compounds, 0.065% hits. inhibition, % at 10.9 µM. P. falciparum stage V gametocytes, ATP luminescence, 24 h;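 active means inhibition above the mean plus 3 SD of compounds within the control limits, set per campaign, cut at about 38% in these data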;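 further: 0% = DMSO wells and 100% = medium only without gametocytes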
Rac1 mut GTP: alters GTP binding to activated mutant human Rac1; 190,000 compounds, 0.11% hits; percent activity (GTP binding), % at 10 µM; GST-Rac1 activated beads, fluorescent GTP binding, flow cytometry; actives lie on both sides; 100% means binding = to untreated wells;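 active means GTP binding at least 20 percentage points away from the 100% baseline, in either direction, so actives lie on both sides; inconclusive means Compound likely fluorescent itself, or too few beads counted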
GSH fluor: compound fluoresces at 488/530 nm on GSH beads; GSH beads flow cytometry, compound fluorescence 488/530 nm; active compounds read high; fluorescence (KMESF) at 10 µM; 190,000 compounds, 0.25% hits; in the data active means fluorescence above about 89;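 further: glutathione beads carrying GST-tagged Bcl family fusion proteins plus one bare bead set; values are compound well signal with DMSO vehicle wells as background; inactives centre near 16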
Rab7 wt modul: modulators of GTP binding to dog Rab7 wildtype GTPase | GST-Rab7 beads, fluorescent GTP binding, flow cytometry; actives lie on both sides; untreated = 100%, excess cold GTP = 0% | GTP binding activity (percent of control), % at 10 µM | 190,000 compounds, 0.055% hits;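 active means fluorescent GTP binding to Rab7 beads changed by at least 20 points from the 100% baseline, either direction, mostly lower; inconclusive means compound itself probably fluorescent, or too few beads counted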;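 further: median green fluorescence of bound Bodipy-FL-GTP per Rab7 bead population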
ABCB1 inh: inhibitors of human ABCB1 transporter, ABCG2 counter-screen. CCRF-Adr cells, JC-1 efflux, flow cytometry. inhibition, % at 6.6 µM. 190,000 compounds, 0.067% hits. AID 1326; in the data active means inhibition above about 40%;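 further: 0% = vehicle and 100% = reference inhibitor; higher value means more JC-1 retained so stronger ABCB1 efflux block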
Active calls of the source: *; ? = inconclusive; . = no result given.

SMILES	Cdc42 wt GTP	HRas wt GTP	Rab2 wt GTP	Avidin fluor	Rac1 wt modul	ABCG2 inh	Pf gametocyte	Rac1 mut GTP	GSH fluor	Rab7 wt modul	ABCB1 inh
OC[C@H]1O[C@@H](n2cnc3c(NC4CCCC4)ncnc32)[C@H](O)[C@@H]1O	100	99	100	8	101	2	.	100	20	101	0.8
Cc1cc(NCCN(C)C)n2nc(-c3cccs3)cc2n1	102	102	101	7	104	4	.	101	4	101	0.3
O=C1OCC2=C1C(c1ccccc1)CC(=O)N2c1ccc(F)cc1 (stereo not drawn)	98	99	102	6	104	3	-9	100	12	106	0.3
Cc1cc(NC(=O)COC(=O)C2CCC2)no1	95	101	101	9	105	0	.	99	12	109	-0.2
CCc1ccccc1N1CSC2=C(C#N)C(c3ccccc3F)CC(=O)N2C1 (stereo not drawn)	102	105	103	2	112	0	.	100	17	105	0.0
Cc1ccc(S(=O)(=O)O)c(C)c1N1CCCC1=O	99	100	98	19	95	2	7	95	25	95	0.3
O=C1CSC(c2cccc([N+](=O)[O-])c2)N1CCN1CCCCC1 (stereo not drawn)	98	98	97	11	98	0	-9	96	24	96	-0.1
C=CCNS(=O)(=O)c1ccc(OC)c(C)c1	102	101	100	13	105	-2	.	99	23	98	-0.2
COc1ccc(C(=O)N/N=C(\Cc2ncc[nH]2)c2ccccc2)cc1	97	97	98	21	94	4	-11	93	7	105	0.3
N#CC(C#N)=C1C=CC=CN1/C(=C\c1ccccc1Cl)C(=O)c1ccccc1	78*	86	88	7	92	34	3	82	15	97	10
O=C(CNC(=O)c1cccc(F)c1)N/N=C/c1ccc([N+](=O)[O-])s1	97	97	97	10	103	13	4	94	19	96	0.8
CCc1nc2ccccc2n1CC(=O)Nc1cc(C)on1	100	97	97	9	98	3	-11	95	15	96	0.3
COc1ccc2cc(/C=N/NC(=O)c3ccc(CN(c4cccc(Cl)c4Cl)S(C)(=O)=O)cc3)c(Cl)nc2c1	99	98	98	6	98	-21	2	97	22	99	-7.2
Cc1noc(C)c1COC(=O)Cc1ccc(Cl)c(Cl)c1	95	94	96	3	97	0	-35	97	26	97	0.0
O=C(CC(c1ccccc1)c1ccco1)N1CCCCC1 (stereo not drawn)	97	97	97	9	100	4	.	93	17	103	0.8
C/C(=N\O)c1ccc2[nH]ccc2c1	102	102	101	7	99	0	12	99	19	98	0.2
O=[N+]([O-])c1ccc(N/N=C/c2cn(-c3ccccc3)nc2-c2ccccc2)cc1	109	104	105	15	104	0	.	99	25	97	0.2
Cc1ccccc1C1C(C#N)=C2N=C(N)c3c(sc4c3CCCCC4)N2C2=C1C(=O)CCC2 (stereo not drawn)	101	101	101	23	106	3	.	99	8	94	1.8
O=C1C2C(C(=O)N1Cc1ccco1)C1C=CC2C12CC2 (stereo not drawn)	94	95	94	16	93	0	.	95	24	93	0.4
COC(=O)c1oc2ccccc2c1NC(=O)c1ccccc1O	?	?	?	10	?	1	.	?	15	?	-0.1
CC1CCCN(CC(O)COc2ccc(Cl)cc2)C1 (stereo not drawn)	97	101	99	5	102	3	-20	97	9	101	1.1
Cc1cccc(NCc2ccccc2O)c1C	95	99	97	6	100	-4	.	98	12	100	-8.7
CC(=O)Nc1ccc(/C=N/N2CCCCC2)cc1	97	97	96	8	101	1	9	96	15	105	0.4
O=C(Nc1ccc2c(c1)OCO2)c1ccc2c(c1)OCO2	102	100	99	15	105	2	12	100	9	103	0.2
COc1cc(CNCCN2CCOCC2)ccc1OCc1c(Cl)cccc1Cl	106	101	100	8	109	15	.	101	11	102	4.4
Cc1sc2nc(-c3ccccc3)[nH]c(=O)c2c1-c1ccccc1	99	100	98	5	103	4	.	98	10	97	0.1
CC1(C)SC2C(NC(=O)COc3ccccc3)C(=O)N2C1C(=O)O (stereo not drawn)	90	97	92	11	95	0	4	90	12	99	-0.1
CCC(=O)c1ccc(N2CCN(C(=O)c3ccccc3F)CC2)c(F)c1	96	96	95	9	103	15	10	95	21	94	1.8
CC(=O)c1cc(CN2CCC(N3CCC(C(=O)NC(C)C)CC3)CC2)cs1	98	96	94	10	103	1	6	101	13	94	0.1
Cc1cc(C)n(-c2ccc(Cl)c(C(=O)NCc3ccccc3)n2)n1	97	95	97	11	99	20	-11	94	10	97	2.7
O=C(/C=C/c1cccs1)Nc1cccc(NC(=O)/C=C/c2cccs2)n1	103	100	99	5	103	-6	26	100	15	100	-0.3
Cc1cc(C(=O)CN2C(=O)NC(C)(CC(C)C)C2=O)c(C)n1-c1ccc2c(c1)OCO2 (stereo not drawn)	103	101	100	15	103	3	.	99	19	100	0.4
O=C(NCc1ccco1)C1CCN(S(=O)(=O)N2CCC3(CC2)OCCO3)CC1	97	97	99	11	101	0	.	96	26	97	0.5
Cc1cc(C(N)=O)c2cc(Br)ccc2n1	103	103	101	5	107	0	.	99	8	97	-0.4
Cc1cc(C)nc(NS(=O)(=O)c2ccc(NS(=O)(=O)c3ccccc3)cc2)n1	107	104	102	13	111	0	-38	107	13	98	-0.1
CCOC(=O)CCc1nc2ccccc2[nH]1	99	98	95	35	97	0	-21	95	17	94	0.0

Given as a markdown table: 3 of the compounds above.
| compound | Cdc42 wt GTP | HRas wt GTP | Rab2 wt GTP | Avidin fluor | Rac1 wt modul | ABCG2 inh | Pf gametocyte | Rac1 mut GTP | GSH fluor | Rab7 wt modul | ABCB1 inh |
| --- | --- | --- | --- | --- | --- | --- | --- | --- | --- | --- | --- |
| N#CC(C#N)=C1C=CC=CN1/C(=C\c1ccccc1Cl)C(=O)c1ccccc1 | 78* | 86 | 88 | 7 | 92 | 34 | 3 | 82 | 15 | 97 | 10 |
| O=C(CNC(=O)c1cccc(F)c1)N/N=C/c1ccc([N+](=O)[O-])s1 | 97 | 97 | 97 | 10 | 103 | 13 | 4 | 94 | 19 | 96 | 0.8 |
| CCc1nc2ccccc2n1CC(=O)Nc1cc(C)on1 | 100 | 97 | 97 | 9 | 98 | 3 | -11 | 95 | 15 | 96 | 0.3 |

More entries:
SMILES	Cdc42 wt GTP	HRas wt GTP	Rab2 wt GTP	Avidin fluor	Rac1 wt modul	ABCG2 inh	Pf gametocyte	Rac1 mut GTP	GSH fluor	Rab7 wt modul	ABCB1 inh
CCOC(=O)N1CCC(NCCNC(=O)c2ccc(Cl)cc2)CC1	103	100	103	15	106	0	.	100	37	101	0.2
CCCCCc1ccc(C(=O)CCCC)c(=S)[nH]1	93	101	101	8	101	-1	-20	94	15	106	-2.5
O=C(N/N=C/c1ccncc1)c1ccccc1	102	101	100	12	105	5	.	98	10	100	0.6
Cc1ccccc1NC(=S)N(CCN1CCOCC1)Cc1ccccc1F	95	95	95	12	89	1	-8	94	10	89	0.5
NC(=NCCc1ccccc1)NS(=O)(=O)c1ccc2ccccc2c1	102	102	99	2	102	1	-16	101	10	104	0.4
COCC(C)n1c(SCC(=O)N2CCc3ccccc3C2)nc2ccccc2c1=O (stereo not drawn)	100	102	101	8	104	10	15	100	4	104	7.3
CCCCN1C(=O)C(O)(CC(=O)c2ccccn2)c2ccccc21 (stereo not drawn)	96	96	98	21	96	2	26	96	14	101	0.6
Cc1cccc(NC(=O)c2cc3cc([N+](=O)[O-])ccc3s2)n1	96	95	99	5	98	0	.	93	9	103	-0.3
C=CCNc1nc(N)c(C(=O)Nc2cc(C)on2)s1	96	98	94	9	94	0	.	95	19	96	-0.1
O=C(/C=C/c1ccc(S(=O)(=O)N2CCOCC2)cc1)NC(=S)Nc1ccc(N2CCOCC2)cc1	99	102	95	5	105	-1	9	101	6	101	0.1
CCC(C)NC(=O)C(=O)NCc1ccccn1 (stereo not drawn)	98	94	98	11	100	7	-10	98	11	98	0.3
COC(c1ccccc1)c1nnc(CCC(=O)N(C)C(C2CC2)C2CC2)o1 (stereo not drawn)	99	98	100	13	99	7	.	98	15	98	1.3
Cc1ccc(-c2nn3c(C)nnc3s2)cc1NC(=O)c1cccnc1	98	95	97	22	99	0	.	96	18	95	0.5
O=C(CSc1nc2ccccc2c(=O)[nH]1)c1ccc(O)cc1O	91	94	95	10	95	0	-27	91	18	104	0.0
O=C(CNC(=O)c1ccc([N+](=O)[O-])cc1)c1ccccc1	102	99	100	35	103	1	.	101	15	100	0.2
CN(C)c1ccc(/C(=N\O)c2ccccc2)cc1	105	105	104	4	107	1	-7	100	44	102	0.3
CC1=CC(C)(C)Nc2ccc(OC(=O)CN3C(=O)c4cccc5cccc(c45)C3=O)cc21	94	97	96	11	94	-1	4	92	29	96	0.5
O=C(N/N=C/c1ccco1)c1ccc(C(=O)N/N=C/c2ccco2)o1	84	85	85	8	83	1	-24	87	4	97	-0.5
CCCCNC(=S)NC(C)(C)CO	100	100	102	11	101	2	-1	97	21	103	0.5
CN1CCN(NC(=O)c2cc([N+](=O)[O-])cc([N+](=O)[O-])c2)CC1	99	98	98	13	100	6	.	97	25	101	0.0
Fc1ccccc1CCNc1c2c(nc3ncnn13)CCCC2	93	96	96	7	99	28	-10	96	14	95	-1.4
CNC(=O)/C(=N\O)c1ccccc1	104	101	102	36	108	35	.	99	20	98	1.5
CC(C)[C@H](NC(=O)c1ccccc1)C(=O)OCC(=O)c1ccc2c(c1)NC(=O)CO2	102	98	97	4	101	7	0	100	3	95	0.9
COc1ccccc1-c1cc(C(=O)Nc2cc(C)n(Cc3ccc(Cl)cc3)n2)no1	104	104	103	33	103	4	.	100	15	102	1.5
COc1cc(/C=N/n2nnnc2Nc2ccccc2)cc(OC)c1OC	97	100	98	3	94	-4	.	99	7	100	-0.6
COc1ccc(/C=C2\SC(=S)N(CC(=O)OCC(=O)Nc3ccc([N+](=O)[O-])cc3OC)C2=O)cc1	97	98	98	9	103	-2	12	96	16	96	-0.8
CC(C)N(C(=O)c1ccc(C(=O)Nc2ccc([N+](=O)[O-])cc2)cc1)C(C)C	94	94	96	8	94	8	.	94	13	94	0.3
Cc1cccc(OCCCC(=O)NCC(=O)Nc2cccc(C)c2C)c1	98	96	96	26	100	3	11	96	12	98	0.9
C#CCOCCOCCOCCNc1nc(N2CCN(C(=O)C([C@@H](C)CC)n3cc(C(N)CC(C)C)nn3)CC2)nc(N2CCN(C(=O)[C@H](CCC(=O)O)n3cc(C(N)[C@H](C)CC)nn3)CC2)n1 (stereo partly drawn)	95	97	96	5	96	-3	.	96	17	93	-0.9
N#CC1=C(N)C(C#N)(C#N)C(c2ccc[nH]2)C2CCCC=C12 (stereo not drawn)	100	101	101	7	103	1	.	99	36	102	0.2
OCC1(Cc2ccccc2)CCCN(Cc2cnn(-c3ccccc3)c2)C1 (stereo not drawn)	96	100	98	15	101	2	-29	96	12	105	0.8
